LDHA block – qHTS assay for inhibitors of human lactate dehydrogenase; AID 1347041, 2019; L-lactate dehydrogenase A chain (Homo sapiens), P00338; actives 0.15% (n = 480,000); activity change, % (values are at about 110 or 230 µM); purified LDHA, NADH/diaphorase-resazurin fluorescence; hits give low values; in the data active means activity change below about -30%;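 further: plate controls were DMSO wells for no effect and wells without enzyme for full effect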
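Human LDH5 at 2 nM final in Tris HCl pH 7.4 with 0.06 mM NADH and 0.2 mM pyruvate, reacted 5 minutes at room temperature. Remaining NADH coupled via diaphorase/resazurin; resorufin fluorescence read at 0 and 20 minutes, normalized to enzyme-free and DMSO wells.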
* = called active by the depositor; & = joins results of further samples.

COc1ccc(-c2c(C)oc3cc(OCCN4CCC(C)CC4)ccc3c2=O)cc1
  LDHA block = -2

CN(CC(=O)Nc1ccc(Cl)c(Cl)c1)S(=O)(=O)Cc1ccc(F)cc1
  LDHA block = 0

COCC(=O)N1CCN(Cc2nc(C(C)C)no2)CC1
  LDHA block = 1

CC1CCCCC1NC(=O)C1(c2ccccc2)CCC1 (configuration not stated)
  LDHA block = 0

O=C(O)CCCc1ccncc1
  LDHA block = -6

N#CN1CCC(NC(=O)c2cccc(C(F)(F)F)c2)CC1
  LDHA block = -1

O=C(CSc1nnc(Nc2cccc(F)c2)s1)Nc1ccnn1C1CCCC1
  LDHA block = 6

CC(=O)c1ccc(C(=O)Nc2nc3ccc(S(=O)(=O)N(C)C)cc3s2)cc1
  LDHA block = -14

CCN(CC)Cc1ccc(CNC(=O)c2ccc(Br)cc2F)cc1
  LDHA block = 2

CNC(=O)c1ccc(C2Nc3cc(C(F)(F)F)ccc3S(=O)(=O)N2)cc1 (configuration not stated)
  LDHA block = 10

COc1ccccc1C(=O)OC(c1ccc(NC(=O)c2ccc(OC(F)F)cc2)cc1)(C(F)(F)F)C(F)(F)F
  LDHA block = 19

Cc1ccc2c(c1)Oc1ccc(S(=O)(=O)N(C)Cc3ccccc3)cc1C(=O)N2
  LDHA block = -1

CC1CCN(c2ccc(-c3noc(-c4cc5ccccc5oc4=O)n3)cc2)CC1
  LDHA block = 3

CC(C)c1cc(=O)oc2cc(OS(=O)(=O)c3ccc(S(C)(=O)=O)cc3)ccc12
  LDHA block = 4

COC(=O)/C(C#N)=C/c1ccc(-c2ccc(Br)cc2)o1
  LDHA block = 0

Cc1ccc(-c2cc(C(=O)NC(C)CCc3ccccc3)c3cc(Br)ccc3n2)cc1 (configuration not stated)
  LDHA block = 7

CC(Sc1ccc2c(c1)OCCCO2)C(=O)c1c[nH]c2ccccc12 (configuration not stated)
  LDHA block = 23

CC(Sc1ncc(-c2ccc(Br)cc2)n1C)C(=O)NC(N)=O (configuration not stated)
  LDHA block = 3

O=C(CCc1ncc(-c2ccc(F)cc2)o1)N1CCN(c2ccc([N+](=O)[O-])cc2)CC1
  LDHA block = -1

CCCN(CCC)c1ccc(NS(=O)(=O)c2ccc(C(C)=O)cc2)cc1C(=O)O
  LDHA block = -1

CC(C)c1ccccc1OCC(O)Cn1cnc2c(cnn2-c2ccc(F)cc2)c1=O (configuration not stated)
  LDHA block = -6

CN(C)C(=O)CN1CCCN(Cc2nc3ccccc3o2)CC1
  LDHA block = 7

O=C(Nc1ccc(NC(=O)C(F)(F)C(F)(F)OC(F)(F)F)cc1)C(F)(F)C(F)(F)OC(F)(F)F
  LDHA block = -2

N#Cc1nc(-c2ccco2)oc1N1CCC(C(=O)NC2CCCCCCC2)CC1
  LDHA block = 7

Cc1cc(Cl)ccc1NC(=O)Cc1c[nH]c2ccccc12
  LDHA block = -2

O=C(O)c1ccc(NC2=CC(c3ccccc3)N(c3ccc(C(=O)O)cc3)C2=O)cc1 (configuration not stated)
  LDHA block = 0

CC1N(O)C(C)(C)C(c2ccc(Cl)cc2)=[N+]1[O-] (configuration not stated)
  LDHA block = 0

CC(C)NC(=O)/C(C#N)=C\c1cccc(/C=C(/C#N)C(=O)NC(C)C)c1
  LDHA block = -4

Cc1cc(C(=O)OCC(=O)Nc2c(C)cccc2C)c2ccccc2n1
  LDHA block = 0

Cc1c(O)ccc2c(CN3CCN(c4ccccc4F)CC3)cc(=O)oc12
  LDHA block = -1&-10

O=C(NC1CCCCC1)c1cc2cc(Cl)ccc2[nH]1
  LDHA block = -3

O=C(NC1CCCCC1)c1cccc(NC(=O)C2CC2)c1
  LDHA block = -7

CCOc1ccc(N2CC(c3nc(-c4ccccn4)no3)CC2=O)cc1 (configuration not stated)
  LDHA block = -11

Cc1ccc(OCn2ccc(C(=O)NCc3cnn(C)c3)n2)c(C)c1
  LDHA block = 2

Cc1ccc2c(C)nc(Nc3nc(C)cc(-c4ccccc4)n3)nc2c1
  LDHA block = -7

C/C(=N\O)c1ccc(OCC(O)CNC(C)C)cc1 (configuration not stated)
  LDHA block = 8

COc1ccccc1-c1noc(-c2ccc(S(=O)(=O)N3CCOCC3)o2)n1
  LDHA block = -14

O=C(COc1ccc(C(=O)c2ccc(F)cc2)cc1)NC(=O)NCc1ccccc1
  LDHA block = 11

CCOc1ccccc1NC(=O)c1cc2c(s1)-c1ccccc1S(=O)(=O)C2
  LDHA block = -3

CCCCCCc1ccc(C(=O)Oc2ccc(C#N)cc2)cc1
  LDHA block = -1

COC(=O)C1=C(C)Nc2nc3ccccc3n2C1c1ccc(C)cc1 (configuration not stated)
  LDHA block = -4

Cc1cc(NC(=O)c2cccc(F)c2)cc(-c2nc3ccccc3o2)c1O
  LDHA block = 8

Cc1nc(NC2CC2)sc1C(=O)N1CCC(C(N)=O)CC1
  LDHA block = -2

COC(=O)[C@H](NC(=O)c1cc(-c2ccccc2)sc1N)C(C)C
  LDHA block = 2

CC(Nc1nc2c(c(=O)[nH]c(=O)n2C)n1Cc1ccccc1Cl)c1ccccc1 (configuration not stated)
  LDHA block = -3

Cc1ccc(/C=C/C(=O)O)c(C)c1
  LDHA block = 0

CCOC(=O)C(C)Oc1cc2oc(=O)cc(CC)c2cc1Cl (configuration not stated)
  LDHA block = 8

NC(=S)N/N=C/c1ccc(Cl)cc1Cl
  LDHA block = -1

Cc1cccc2nc(CSc3nnc(N4CCCC4)n3-c3cccc(Cl)c3)cn12
  LDHA block = -1

c1ccc2cc3n[nH]nc3cc2c1
  LDHA block = 5

O=c1cc(CN2CCCN(c3ccc(C(F)(F)F)cn3)CC2)nc2ccccn12
  LDHA block = -2

Cn1c(=O)c2c(ncn2CC(=O)N2CC(C(N)=O)Oc3ccccc32)n(C)c1=O (configuration not stated)
  LDHA block = 2

Cc1ccc(NC(=O)c2cc(=O)c3cc(C)cc(C)c3o2)cc1
  LDHA block = -6

Cc1cccc(CN2C(=O)CN(S(C)(=O)=O)CC2(C)C(=O)NCc2ccc(F)cc2)c1 (configuration not stated)
  LDHA block = 1

CCC(C)NC(=O)COC(=O)c1c[nH]c2ccccc12 (configuration not stated)
  LDHA block = 1

O=C(OCc1ccc(COC(=O)c2ccccc2C(=O)c2ccccc2)cc1)c1ccccc1C(=O)c1ccccc1
  LDHA block = -3

C=CCNc1nc(-c2ccc3c(c2)OCCCO3)cs1
  LDHA block = 0

COC(=O)CCC(=O)NCc1ccccc1
  LDHA block = -1

O=C(CCSc1ccccc1)NCCc1ccc(F)cc1
  LDHA block = -1

CCCC(C(=O)NCc1ccccn1)c1ccccc1 (configuration not stated)
  LDHA block = -8

COc1ccc(NC(=O)Cc2ccccc2F)cc1S(=O)(=O)Nc1ccc(Cl)cc1
  LDHA block = -13

CC(C)(C)C(=O)NC(C(=O)O)C12CC3CC(CC(C3)C1)C2 (configuration not stated)
  LDHA block = 7

Cc1nc2n(c(=O)c1CCN1CCC(c3noc4cc(F)ccc34)CC1)CCC[C@H]2O
  LDHA block = -1

CNC(=O)NC(=O)CN(C)Cc1ccc(C(=O)NC2CC2)cc1
  LDHA block = -13

O=S(=O)(Nc1nc2ccccc2nc1NCc1ccc(F)cc1)c1cccc2nsnc12
  LDHA block = 0

O=C(NC1CCCCC1)C1c2ccccc2OCC(=O)N1CCc1c[nH]c2ccccc12 (configuration not stated)
  LDHA block = 0

O=C1NC[C@H](CCCCN2CCN(CC3CCCCC3)C(=O)C2=O)N(Cc2ccccc2)C1=O
  LDHA block = 3

COc1ccc(C(=O)Oc2ccc(C(C)(C)C)cc2Br)cc1
  LDHA block = 7

COc1ccccc1C(=O)NC1=C(C)Nc2ncnn2C1c1c[nH]c2ccccc12 (configuration not stated)
  LDHA block = -5

CC(C)(C)C(=O)Oc1ccc2c(c1)O/C(=C\c1ccncc1)C2=O
  LDHA block = 3

Cc1nn(C(C)C)c(C)c1NC(=O)c1cc2occc2n1Cc1ccc(Cl)cc1
  LDHA block = 4

Cc1ccc(CNC(C)C23CC4CC(CC(C4)C2)C3)o1 (configuration not stated)
  LDHA block = -3

NC(=O)C1CCN(C(=O)/C=C/c2ccc(C(F)(F)F)cc2)CC1
  LDHA block = 2

CCOc1ccc2c(c1)cc(C(=O)Nc1cc(OC)ccc1OC)n2C
  LDHA block = 14

CCN(CC)Cc1ccc(C(=O)NC)o1
  LDHA block = 8

Fc1ccc(-c2nnn(Cc3coc(-c4ccccc4)n3)n2)cc1
  LDHA block = -2

O=C(CSc1ncnc2ccccc12)NCc1ccccc1
  LDHA block = 1

CCCCCc1ccc(-c2ccc(-c3ccc(C#N)cc3)nc2)cc1
  LDHA block = -7

COc1ccc(-c2nnc(C(C)OC(=O)c3[nH]c(C)c(C(C)=O)c3C)o2)cc1 (configuration not stated)
  LDHA block = 7

O=C(NCc1cccs1)C(c1ccccc1)c1ccccc1
  LDHA block = -1

O=c1c(N2CCN(Cc3ccccc3)CC2)csc2ccc(Br)cc12
  LDHA block = 2

Cc1ccccc1OCCOC(=O)c1ccc2c(c1)NC(=O)CS2
  LDHA block = 0

CC(=O)NC(CC(C)C)c1ccccc1 (configuration not stated)
  LDHA block = 8

CC(NC(=O)c1ccc(Cl)cc1)c1ccc(NC(N)=O)cc1 (configuration not stated)
  LDHA block = -10

Cc1cc2nc(CSc3ccc(NC(=O)C(C)C)cc3)c(=O)[nH]c2cc1C
  LDHA block = 3

CCC(C(=O)Nc1ccc(N(C)C)cc1)n1cnc2ccccc2c1=O (configuration not stated)
  LDHA block = 19

COc1ccc(C(=O)NCc2ccc(C)cc2)cc1
  LDHA block = 1

Cc1cc(C(F)F)nn1Cc1nc2c3c4c(sc3ncn2n1)CCCC4
  LDHA block = -8

CC(C)(O)C1=C[N+](=O)CC=C1
  LDHA block = 1

CC1CCCC(NC(=O)c2ccccc2SCC#N)C1 (configuration not stated)
  LDHA block = -6

C#CCN1CCN(C(=O)c2cc(-c3ccccc3)nc3ccc(C)cc23)CC1
  LDHA block = 5

CCOc1ccc(S(=O)(=O)N2CCN(c3ccc(NCc4ccccc4)nn3)CC2)cc1
  LDHA block = -1

O=C(Nc1cccc(-c2nc3cc(Cl)ccc3o2)c1)c1cccc([N+](=O)[O-])c1
  LDHA block = 8

OCC1CCCCC1CN1CCNCC1 (configuration not stated)
  LDHA block = -16

Cc1nnsc1-c1nc2ccccc2n1C(CCc1ccccc1)c1nc2ccccc2[nH]1 (configuration not stated)
  LDHA block = 3

Cc1ccc(NC(=O)CCn2cnc3c2c(=O)n(C)c(=O)n3C)cc1Cl
  LDHA block = 2

Cc1ccc(-c2nn(CCC(=O)N3CCN(Cc4ccccc4)CC3)c(=O)c3ccccc23)cc1
  LDHA block = 0

CC(=O)NC1(C(F)(F)F)C(=O)Nc2c1c(=O)[nH]c(=O)n2Cc1ccccc1 (configuration not stated)
  LDHA block = -4

CC(=O)c1ccc2[nH]c(C(=O)O)cc2c1
  LDHA block = 8

CCOC(=O)c1[nH]c2ccc(C)cc2c1NC(C)=O
  LDHA block = -2

COc1ccc(C(=O)Oc2ccc(C(C)=O)cc2)cc1Br
  LDHA block = -5

Cc1cccc(NC(=O)c2n[nH]nc2Nc2ccc(Cl)cc2)c1C
  LDHA block = 3

CNC(=O)CCN(C)C(=O)Nc1cccc(C#N)c1
  LDHA block = 6

Cc1ccc(CNC(=O)NCC(C)N2CCOCC2)s1 (configuration not stated)
  LDHA block = -5

Cc1cc2oc(=O)cc(CSc3ncn[nH]3)c2cc1C
  LDHA block = -8

Cn1nc(C(=O)NN2C(=O)NC(C)(c3ccccc3)C2=O)c2ccccc2c1=O (configuration not stated)
  LDHA block = 3

CC(=O)Nc1ccc(N2C(=O)C(=O)/C(=C(/O)c3ccccc3)C2c2ccccc2)cc1 (configuration not stated)
  LDHA block = 9

C=CCNC(=O)NC(=O)CN(C)C(C)c1ccccc1OC (configuration not stated)
  LDHA block = 2

CCSc1oc(-c2ccccc2)nc1S(=O)(=O)c1ccc(F)cc1
  LDHA block = 5

O=C(O)CCCNS(=O)(=O)c1ccc(I)cc1
  LDHA block = 0

O=C(COC(=O)c1ccc2ccccc2n1)NCC(F)(F)F
  LDHA block = -18

Cc1ccc(C)c(S(=O)(=O)NCCO)c1
  LDHA block = -8

CCN(CC)c1ccc(S(=O)(=O)N(CC)CC)cc1N
  LDHA block = 5

CC(NC(=O)CSc1nnnn1-c1ccc(O)cc1)c1ccc(-c2ccccc2)cc1 (configuration not stated)
  LDHA block = -13

Fc1ccc(SCCSc2nnc(-c3ccccc3F)n2C2CC2)cc1
  LDHA block = 5

CN(Cc1cccc(C#N)c1)C(=O)NCCNC(=O)CC1CCCC1
  LDHA block = 5

COCCOC(=O)/C(C#N)=C\c1cc(Cl)c(O)c(OC)c1
  LDHA block = 4

COc1ccc(C(=O)C(C)OC(=O)c2ccc(C(C)=O)s2)cc1 (configuration not stated)
  LDHA block = 2

CCCCC[C@H](C)N1C[C@H](COCc2ccccc2)Oc2cc(N3CC[C@@H](N(C)C)C3)ccc2S1(=O)=O
  LDHA block = 5

CN1C(=O)C2(CC(=O)Nc3c2sc(C(=O)O)c3-c2ccccc2)c2ccccc21 (configuration not stated)
  LDHA block = -5

O=C(c1cc(Br)ccc1Cl)N(C1CCCCC1)C1CCCCC1
  LDHA block = 2

O=C(COc1ccc2ccc(=O)oc2c1)NCCc1ccc(OC(F)F)cc1
  LDHA block = -18

Source: PubChem BioAssay (National Center for Advancing Translational Sciences (NCATS))

The list is partial; the hit share may differ from the screen's.
